Screening data as filed in PubChem BioAssay.
MEKK2 mut-MEK5: MEK5 binding signal on mutant MEKK2 PB1, primary screen, biochemical, multiplex bead flow cytometry, Alexa488-MEK5; Alexa488-MEK5 binding to MEKK2 mutant; 290,000 tested, 0.35% active; percent response, % at 10 µM; in the data active = percent response above about 24%, passing the limit was not always enough; also: inactives centre near 1; some results filed as inactive read as strong as hits; reference of the scale not given here
FID counter: compounds displacing fluorescent DNA intercalator, primary screen, artefact control for HCV NS3 helicase inhibitor project, biochemical, FID fluorescence; DNA fluorescent intercalator displacement; inhibition, % at 7.9 µM; 290,000 tested, 0.17% active; AID 1845, 2009; in the data active = inhibition above about 37%;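 also: 0% = vehicle and 100% = reference compound; higher means more ethidium bromide displaced from hairpin DNA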
OXTR ag: human OXTR agonists, primary screen, fluorescence, CHO-OTR cells, Fluo-8 calcium; 320,000 tested, 0.32% active; activation, % at 3 µM; Oxytocin receptor (Homo sapiens), P30559; Fluo-8 calcium fluorescence; normalized: DMSO 0%, oxytocin 100%;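 active = activation above the mean of all tested compounds plus 3 SD, cutoff set per screening run, cut at about 20% in these data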;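 also: peak over basal fluorescence ratio from a 100 s FLIPR kinetic read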
Target sequence (P30559 whole entry, looked up): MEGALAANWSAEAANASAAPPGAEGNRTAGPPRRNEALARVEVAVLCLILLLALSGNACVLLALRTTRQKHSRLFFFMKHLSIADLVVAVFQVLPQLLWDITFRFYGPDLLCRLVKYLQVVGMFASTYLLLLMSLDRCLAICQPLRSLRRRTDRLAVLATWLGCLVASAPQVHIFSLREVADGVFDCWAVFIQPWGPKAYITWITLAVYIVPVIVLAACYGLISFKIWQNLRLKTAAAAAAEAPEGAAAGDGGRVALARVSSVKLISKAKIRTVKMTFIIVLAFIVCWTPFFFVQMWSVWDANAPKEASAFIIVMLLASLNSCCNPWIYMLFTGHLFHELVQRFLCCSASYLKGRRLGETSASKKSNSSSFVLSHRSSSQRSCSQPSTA
MEKK3 PB1 HTS: modulators of MEKK3-MEK5 PB1 binding, primary screen, biochemical, wildtype MEKK3, multiplex bead flow cytometry, Alexa488-MEK5; 290,000 tested, 1.4% active; binding response (% of control), % at 10 µM; bead-based flow cytometry, Alexa488-MEK5 binding to MEKK3; actives lie on both sides; 0 = blocked by unlabeled MEK5, 100 = vehicle; Mitogen-activated protein kinase kinase kinase 3 (Homo sapiens), Q99759; AID 1529, 2009;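 active = binding response more than 3 SD above or below the average of its plate-row segment, actives on both sides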;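 also: Alexa488 bead fluorescence after subtracting the streptavidin-only scavenger bead signal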
PHOSPHO1 inh: PubChem AID 1565; recombinant PHOSPHO1, absorbance phosphatase assay; inhibition, % at 13.3 µM; Phosphoethanolamine/phosphocholine phosphatase (Homo sapiens), Q8TCT1; 290,000 tested, 1.1% active; in the data active = inhibition above about 60%
Target sequence (Q8TCT1 whole entry, looked up): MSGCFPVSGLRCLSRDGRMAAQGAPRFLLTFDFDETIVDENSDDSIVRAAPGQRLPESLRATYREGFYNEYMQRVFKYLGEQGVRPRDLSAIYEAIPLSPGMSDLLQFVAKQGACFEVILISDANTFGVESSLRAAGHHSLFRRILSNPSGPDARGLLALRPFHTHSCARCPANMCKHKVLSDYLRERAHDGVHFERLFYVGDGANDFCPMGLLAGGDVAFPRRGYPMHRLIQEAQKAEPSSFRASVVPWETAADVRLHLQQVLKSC
PfM18AAP inh: PfM18AAP inhibitors, malaria aminopeptidase, primary screen, biochemical, QFRET, recombinant enzyme; inhibition, % at 7.35 µM; H-Glu-NHMec fluorogenic cleavage; M18 aspartyl aminopeptidase (Plasmodium falciparum 3D7); AID 1822, 2009; 290,000 tested, 1.2% active;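 active = inhibition above the campaign mean inhibition over all tested compounds plus 3 SD, cut at about 28% in these data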;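 also: 0% = plate median of test compound wells and 100% = 2 mM ZnCl2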
NALP1 yeast inh: NALP1 inflammasome inhibitors in reconstituted yeast, colorimetric, S. cerevisiae, triplicate retest. AID 2071, 2009. S. cerevisiae NALP1/ASC/caspase-1 growth, X-gal OD620, 72 h. inhibition, % at 10 µM. 280,000 tested, 0.61% active; in the data active = inhibition mostly above about 24%, no sharp cut-off; inactive = mostly below about 32%; also: some compounds called inactive have numbers as strong as hits
MEKK2wt PB1 HTS: modulators of MEK5 binding to wildtype MEKK2, primary screen, biochemical, multiplex bead flow cytometry, Alexa488-MEK5; AID 1531, 2009; binding response (% of control), % at 10 µM; Mitogen-activated protein kinase kinase kinase 2 (Homo sapiens), Q9Y2U5; Alexa488-MEK5 binding to MEKK2 WT; actives lie on both sides; 290,000 tested, 1.1% active; in the data active = binding response below about 67% or above about 130%
GPR7 antagonist: GPR7 receptor antagonists, primary screen, cell-based, fluorescence, single concentration | 290,000 tested, 1.1% active | Neuropeptides B/W receptor type 1 (Homo sapiens), P48145 | AID 1861, 2009 | GPR7-expressing cells, fluorescence antagonist assay | inhibition, % at 4.4 µM; in the data active = inhibition above about 16%, passing the limit was not always enough;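 also: cells stimulated with the agonist NPW; 0% = agonist with vehicle and 100% = vehicle without agonist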
Target sequence (P48145 whole entry, looked up): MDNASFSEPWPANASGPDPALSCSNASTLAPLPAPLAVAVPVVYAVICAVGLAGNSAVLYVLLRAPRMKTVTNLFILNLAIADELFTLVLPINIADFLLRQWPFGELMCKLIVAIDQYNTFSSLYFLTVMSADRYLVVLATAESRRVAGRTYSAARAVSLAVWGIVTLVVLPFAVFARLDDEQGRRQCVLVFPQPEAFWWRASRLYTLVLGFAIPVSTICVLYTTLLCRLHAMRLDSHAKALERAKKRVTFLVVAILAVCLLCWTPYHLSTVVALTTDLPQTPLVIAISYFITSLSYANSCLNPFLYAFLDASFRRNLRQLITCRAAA
The depositor's hits bear a star; x = not tested or not shown; & = joins results of further samples.

The opening eleven entries, to show the layout:
SMILES	MEKK2 mut-MEK5	FID counter	OXTR ag	MEKK3 PB1 HTS	PHOSPHO1 inh	PfM18AAP inh	NALP1 yeast inh	MEKK2wt PB1 HTS	GPR7 antagonist
NNP(=O)(CC(=O)c1ccccc1)c1ccccc1 (stereo not drawn)	-11	-33	0.4	96	28	-1	-22	95	-11
Cc1cccc(-n2c(O)c(C=NCc3cccnc3)c(=O)[nH]c2=O)c1C	4	-6	0.1	98	14	5	5	99	-14
O=C(N/N=C/c1c(O)n(CCc2ccccc2)c(=O)[nH]c1=O)c1ccccc1O	1	-22	0.1	104	27	-4	x	102	6
Cc1cccc(-n2c(-c3cccs3)nc3ccccc3c2=O)c1	0	-6	-1.7	130*	-14	1	15	100	-12
CN(C)CCCN=Cc1c(O)n(Cc2ccco2)c(=O)[nH]c1=O	-8	1	0.8	99	-19	4	0	99	-14
NCCc1c[nH]c2ccc(OCc3ccccc3)cc12	17	3	-0.5	113	32	1	-28	118	-7
CC(C)N1C(=O)CC2(CC[N+](C)(CCOC(=O)C(O)(c3ccccc3)c3ccccc3)CC2)C1=O (stereo not drawn)	7	20	0.8	105	54	-13	x	111	-6
CC1CCN(c2cc(Br)c([N+](=O)[O-])cc2F)CC1	-3	-4	0.0	98	16	5	x	97	-18
Cc1cc(C(=O)N=Nc2c(O)n(C)c3ccccc23)c(C)o1	-1	-1	-0.9	99	-9	0	17	97	10
Nc1ccccc1C(=O)OCC(=O)N1CCc2ccccc21	x	-7	x	x	17	3	8	x	1
CCN1CCN(C(=O)Cc2ccccc2OC)CC1	-9	-2	-0.2	99	3	3	-5	85	1

Main list, previewed entries included:
SMILES	MEKK2 mut-MEK5	FID counter	OXTR ag	MEKK3 PB1 HTS	PHOSPHO1 inh	PfM18AAP inh	NALP1 yeast inh	MEKK2wt PB1 HTS	GPR7 antagonist
NNP(=O)(CC(=O)c1ccccc1)c1ccccc1 (stereo not drawn)	-11	-33	0.4	96	28	-1	-22	95	-11
Cc1cccc(-n2c(O)c(C=NCc3cccnc3)c(=O)[nH]c2=O)c1C	4	-6	0.1	98	14	5	5	99	-14
O=C(N/N=C/c1c(O)n(CCc2ccccc2)c(=O)[nH]c1=O)c1ccccc1O	1	-22	0.1	104	27	-4	x	102	6
Cc1cccc(-n2c(-c3cccs3)nc3ccccc3c2=O)c1	0	-6	-1.7	130*	-14	1	15	100	-12
CN(C)CCCN=Cc1c(O)n(Cc2ccco2)c(=O)[nH]c1=O	-8	1	0.8	99	-19	4	0	99	-14
NCCc1c[nH]c2ccc(OCc3ccccc3)cc12	17	3	-0.5	113	32	1	-28	118	-7
CC(C)N1C(=O)CC2(CC[N+](C)(CCOC(=O)C(O)(c3ccccc3)c3ccccc3)CC2)C1=O (stereo not drawn)	7	20	0.8	105	54	-13	x	111	-6
CC1CCN(c2cc(Br)c([N+](=O)[O-])cc2F)CC1	-3	-4	0.0	98	16	5	x	97	-18
Cc1cc(C(=O)N=Nc2c(O)n(C)c3ccccc23)c(C)o1	-1	-1	-0.9	99	-9	0	17	97	10
Nc1ccccc1C(=O)OCC(=O)N1CCc2ccccc21	x	-7	x	x	17	3	8	x	1
CCN1CCN(C(=O)Cc2ccccc2OC)CC1	-9	-2	-0.2	99	3	3	-5	85	1
CN1CCc2nc3sc(C(=O)NC4CC4)c(N)c3cc2C1	3	10	-0.3	103	-8	26	10	106	-18
O=C(CNC1CCCCC1)N1CCC2(CC1)OCCO2	-1	1	-0.5	96	1	-3	7	96	2
N#CCCn1cc(C=C2C(=O)NC(=O)NC2=O)c(-c2ccccc2)n1	-42	6	0.1	95	-43	-1	4	93	-6
O=[N+]([O-])c1ccc(CNCCc2ccccc2)cc1	3	11	0.8	104	30	2	6	107	-7
Cc1cc(C)c(N=Cc2c(O)[nH]c(=O)[nH]c2=O)c(C)c1	5	-5	-1.4	111	13	-11	17	111	-20
NC1=NC(=O)C(c2ccccc2)O1 (stereo not drawn)	-2	0	x	101	-4	-3	8	99	1
CC(O)(CS(=O)(=O)c1ccc(F)cc1)C(=O)Nc1ccc(C#N)c(C(F)(F)F)c1 (stereo not drawn)	6&-1	3	11	114&101	36	4	-2	115&97	-7
CCOC(=O)c1c(N)n(Cc2ccc(OC)cc2)c2nc3ccccc3nc12	8	-17	x	109	-2	-5	-10	105	8
Cc1c(CC(=O)N2C[C@H]3C[C@@H](C2)c2cccc(=O)n2C3)c(=O)oc2c(C)c(O)ccc12	1	-15	0.3	101	-8	-3	22	103	-9
O=C(c1cc(-c2ccc(Cl)cc2)n(-c2ccc(Cl)cc2Cl)n1)N1CCOCC1	-9	-6	-1.9	90	47	-9	-8	92	2
O=C1NC(=O)N(c2ccc3c(c2)OCO3)C(=O)/C1=C/c1ccc(N2CCCCC2)o1	1	-4	13	103	11	5	0	103	-6
CCOc1ccc(N2C(=O)NC(=O)/C(=C\c3ccc(N4CCOCC4)cc3C)C2=O)cc1	-11	-17	0.8	98	-1	-3	-21	89	-4
COc1cc(Br)cc(CN2CCN(C)CC2)c1O	4	11	0.5	98	2	10	20	102	-3
CC12CN3CC(C)(CN(C1)C3c1cccs1)C2O (stereo not drawn)	-3	0	-0.6	92	36	1	15	99	-12
COc1ccc2ccccc2c1CNCCc1ccccc1	5	12	2.0	97	19	-1	17	115	5
CN1C(=O)C(=Cc2c(OCc3cnc(Cl)s3)ccc3ccccc23)C(=O)N(C)C1=O	-11	-3	1.6	103	-8	-7	2	89	10
COc1ccc(CCN(C)Cc2ccc(F)cc2F)cc1OC	2	0	0.5	102	11	4	24	99	-3
CCc1ccc(N2C(=O)NC(=O)C(CCc3ccncc3)(CCc3ccncc3)C2=O)cc1	2	-22	0.1	99	2	3	29	109	-6
CC1(C)C2CC=C(CN3CCC(O)CC3)C1C2 (stereo not drawn)	5	7	0.1	93	14	-12	28	111	-2
Fc1ccc(CCNCc2ccc(Br)cc2)cc1	-2	10	6.8	99	-6	-2	11	105	-10
CCC(=NCC1CCCO1)c1c(O)n(-c2ccc(OC)cc2)c(=O)[nH]c1=O (stereo not drawn)	1	-11	0.2	99	20	3	2	100	-13
CC(=O)O[C@@]12CO[C@@H]1C[C@H](O)[C@@]1(C)C(=O)[C@H](O)C3=C(C)[C@@H](O)C[C@@](O)([C@@H](OC(=O)c4ccccc4)C12)C3(C)C (stereo partly drawn)	1	-6	0.7	101	29	-4	20	103	-10
Cc1cccc(-n2c(C)nc3cc(C(=O)N4CCC5(CC4)OCCO5)ccc32)c1	6	-37	-0.2	101	4	-2	14	111	2
COC(=O)C1=C(c2cc3ccccc3o2)C[C@@H]2CC[C@H]1N2C(=O)N1CCC(C)CC1	1	x	-2.3	102	x	x	x	95	x
CC(=O)c1ccc(OC(NC(=O)c2ccco2)C(Cl)(Cl)Cl)cc1 (stereo not drawn)	1	-3	0.3	99	22	-11	-4	95	-6
CCCCn1c(O)c(C(C)=Nc2ccc(OCC)cc2)c(=O)[nH]c1=O	8	-9	-0.7	108	-8	6	12	109	6
N#Cc1ccc(Cn2cc(C(=O)c3ccco3)c3ccccc32)cc1	-3	-9	1.7	100	2	0	-10	98	22
CC(C)c1ccc(C2N3CCCN23)cc1 (stereo not drawn)	-2	0	-0.2	96	-3	-12	20	100	8
Cc1c2cnn(CC(=O)N3CCC4(CC3)OCCO4)c(=O)c2c(C)n1Cc1cccc(Cl)c1	-1	-56	0.4	97	-31	-2	8	99	1
Cc1nn(Cc2ccccc2Cl)c(C)c1C(=O)OCC(=O)NC1CCS(=O)(=O)C1 (stereo not drawn)	4	-14	-0.6	105	-4	-1	6	104	-10
CCN(CC)P(c1n(C)cc[n+]1C)N(CC)CC	-1	6	-0.1	97	-52	-2	5	97	4
Cc1cc(C)cc(-n2c(O)c(C=Nc3ccc(N4CCOCC4)cc3)c(=O)[nH]c2=S)c1	-2	-3	1.3	92	6	11	-4	90	-7
COc1ccc(CC[n+]2cc(/N=C(\C)[O-])on2)cc1OC	-4	3	1.4	85	2	-12	-10	87	-9
COc1ccccc1C1CC2CCC(C1OC(C)=O)N2Cc1ccccc1 (stereo not drawn)	-2	4	-1.8	86	49	10	11	97	3
Clc1cccc(N2CCNCC2)c1Cl	-2	14	5.9	97	-1	-8	-3	95	0
Cc1cc(OC(C)C(=O)NCC(O)c2ccccc2)c2c3c(c(=O)oc2c1)CCCC3 (stereo not drawn)	-1	-45	0.4	98	-9	-2	4	99	-9
O=C1CCCN1C(=O)c1cncc(Br)c1	-2	-1	-0.5	105	-3	-3	-8	104	-7
c1ccc(-c2ccc(-c3n(-c4ccccn4)c4ccccc4[n+]3-c3ccccn3)cc2)cc1	-6	-5	x	89	-18	-4	-9	87	8
C[C@]12CC[C@H](O)CC1=CC[C@@H]1[C@@H]2CC[C@@]2(C)[C@H]1CC[C@]2(C)O	0	x	0.6	104	x	x	x	101	x
C/C(=N\NC(=O)c1ccccc1O)c1c(O)n(C2CCCCC2)c(=O)[nH]c1=O	0	-9	-1.1	101	36	8	-14	101	-2
CN1CCC(OC(=O)c2cccc(F)c2)CC1	8	-7	0.9	107	42	0	2	112	1
O=c1[nH]c(=O)n(-c2ccccc2)c(O)c1C=NC12CN3CN(CN(C3)C1)C2	-5	-1	-0.2	100	9	6	17	93	4
CCn1c(C)c(C(=O)Nc2ccc(OC)cc2)c2cc(OC)ccc21	2	-27	-2.0	105	-2	-5	16	101	12
O=c1[nH]c(=O)n(-c2cccc3ccccc23)c(O)c1C=NCCCn1ccnc1	-1	-1	0.0	101	12	-2	10	103	-10
O=[N+]([O-])/C(Cl)=C1\NCCN1Cc1ccc(Cl)nc1	-5	-1	0.5	102	8	3	-3	102	-11
Cn1c(O)c(C(=Nc2ccccc2)SCc2ccccc2Cl)c(=O)n(C)c1=O	-8	-2	4.3	91	-6	-11	x	92	0
COc1ccc(OC)c(NP(=O)(Oc2ccc(Cl)cc2)Oc2ccc(Cl)cc2)c1	-2	-16	-0.6	102	-24	-5	6	106	-6

The list is partial. The share of hits here may be higher or lower than overall.
